Growth percent in the NCI-60 one-dose screen (48 h, 10 µM unless noted): 100 = growth as untreated, 0 = no growth, -100 = all killed.
HL-60(TB) = HL-60(TB) leukemia cells | hit rate 9% among 78,000 | AID 1794776; active = growth percent below 10
* marks the source's active call; other numbers are inactive results; [ ] = another dose, or the depositor's remark. Not all compounds are listed; count on the stated rates, not on these rows.

SMILES	HL-60(TB)
COc1cc(CNC(=O)/C=C/c2ccc(OC(C)=O)c(OC)c2)ccc1O	93
COc1cc(OC)cc(C(=O)C[n+]2cccc3c4ccccc4ccc32)c1	62
CCn1c(SCC(=O)N2CCN(c3cc4c(cc3F)c(=O)c(C(=O)O)cn4C3CC3)CC2)nnc1-c1ccc(Cl)cc1	106
O=S(=O)(NCCCNc1nccc(-c2c(-c3cccc(F)c3)nc3sccn23)n1)c1ccc(Cl)cc1	106
COc1ccc(NC(=S)N/N=C/c2ccc(Cl)cc2)cc1	78
N#CCCN1CCOCC1	107
CCN(CC)Cn1c2ccccc2c2ccccc21	102
COC(=O)Oc1ccc(Cl)cc1Cl	131
CCN(CCO)C(=O)c1cc([N+](=O)[O-])cc([N+](=O)[O-])c1	104
CC(C)(C)OC(=O)NCc1ccc(NC(=S)Oc2ccccc2)cc1	91
Cc1nc2ccccc2c2nnc(SCC(=O)N(Cc3ccccc3)c3ccccc3)n12	105
CCOC(=O)C(C)(C)Br	97
N#CC(C#N)=Cc1cc2ccccc2nc1Sc1ccc(Br)cc1	67
O=C(COc1ccc(/C=C2\C(=O)Nc3cc(Cl)ccc32)cc1)NC1CCCCC1	78
COc1ccc([N+](=O)[O-])cc1NC(=O)OC(C)C	93
COc1ccc(-c2cc(-c3cccc(OCC(=O)O)c3)[nH]c(=O)c2C#N)cc1	108
COc1ccc(-c2nc(SCC(C)C)nc(Nc3ccc(C(C)=O)cc3)c2C#N)cc1	99
N#CC(C#N)=Cc1cc(Cl)ccc1O	124
CCOC(=O)c1c(NCC(=O)Nc2cccc(Cl)c2)sc(C(C)=O)c1C	114
CN(Cc1ccccc1)c1nc(Cl)c(C2CC(c3ccc(Br)cc3)=NN2c2cc(Cl)cc(Cl)c2)s1 (stereo unspecified)	104
Cc1ccccc1NC(=O)Oc1ccc(Cl)cc1Cl	98
CC1=CC(=O)C2=C(C)CC(OS(C)(=O)=O)[C@@H]3[C@H](OC(=O)[C@@H]3C)[C@@H]12 (stereo partly specified)	101
Cc1cccc(N2CCN(C3=C(Cl)C(=O)c4ncccc4C3=O)CC2)c1	7.3*
Cc1nc2ncc(C(=O)N/N=C/c3ccc(O)cc3)c(=O)n2[nH]1	71
CC(C)[C@@H]1NC(=O)[C@]2(C)CSC(=N2)c2ccnc(c2)CNC(=O)C[C@@H](/C=C/CCS)OC1=O	9.1*

Continuation:
SMILES	HL-60(TB)
N#CC1=C(N2CCOCC2)NC(c2cccc([N+](=O)[O-])c2)c2sc3c(F)cccc3c21 (stereo unspecified)	103
O=C1CSC(=S)N1/N=C/c1ccc(Cl)cc1Cl	91
COc1ccc2nc3ccccc3c(NCc3ccc(Cl)cc3)c2c1	-64*
COC(=O)c1nc(-c2ccccc2)oc1SCc1ccccc1	92
O=C(Nc1cc(Cl)ccc1O)c1cccc(Nc2ccnc(C(F)(F)F)c2)c1	-18*
CS(=O)c1cccc(-c2ccc3nc(N)n(-c4ccc(C(F)(F)F)cc4)c(=O)c3c2)c1 (stereo unspecified)	100
CCN(CC)CCCCCCNc1cc(OC)cc2cccnc12	-57*
NC(CCCC(N)C(=O)c1ccccc1)C(=O)O (stereo unspecified)	94
COc1c2occc2cc2ccc(=O)oc12	80
CC(C)CCNCC(O)Cn1c2ccccc2c2ccccc21 (stereo unspecified)	-15*
S=c1nc[nH]c2c1ncn2-c1ccccc1	113
COC(=O)c1oc2c(F)c(-c3ccc(OC)cc3)c(-c3ccccc3)c(-c3ccccc3)c2c1N	109
Cc1ccc(/C=C(\C#N)C(=O)Nc2ncc(Cc3ccccc3Cl)s2)o1	75
COc1ccc(C(=O)CC(C(=O)O)c2ccc(OC)c(OC)c2)cc1OC (stereo unspecified)	94
CCN1CC2(S/C(=N\Nc3ccccc3)N(C)C2=O)C2(C1)C(=O)N(C)c1ccccc12 (stereo unspecified)	98
Oc1ccc(CCc2ccccn2)cc1	68
O=c1[nH]c2cc(Cl)ccc2c(O)c1/C=N/Nc1nc(-c2ccccc2)cs1	88
CC1=NNC(=O)C1Br (stereo unspecified)	92
O=Cc1ccc(Oc2nc(N3CCCCC3)nc(N3CCCCC3)n2)cc1	98
COc1cccc(-c2nnc(N)o2)c1	75
Cc1c(C(=O)Nc2nc3ccc(F)cc3s2)nnn1-c1ccccc1F	93
CC(C)=CCC/C(C)=C/C=N\N=C(/N)N[N+](=O)[O-]	113
CCOC(=O)c1cc(C(=O)c2cc(OC)cc(OC)c2)n2ccc3ccccc3c12	103
COc1ccc([C@H](OC)[C@@]2(Cc3ccc(O)cc3)N=C(N)N(C)C2=O)cc1	80
Cc1cc(O)c2c(c1)C1OC(=O)CCCN1C1=C2C(=O)c2cccc(OC3CC(O)C(O)C(C)O3)c2C1=O (stereo unspecified)	97

Additional structures follow:
SMILES	HL-60(TB)
Cc1cc(C)c2c(Cn3cc(Cn4c(C)cc(=O)n(Cc5cn(Cc6cc(=O)oc7cc(C)cc(C)c67)nn5)c4=O)nn3)cc(=O)oc2c1	103
O=C(O)c1ccc2c3c(cccc13)CC2	98
CC(=O)O[C@]1(C(C)=O)CC[C@H]2[C@@H]3C=C(Cl)C4=CC(=O)CC[C@]4(C)[C@H]3CC[C@@]21C	104
C=CCNC(=O)c1ccccc1OCC(=O)O	116
Cc1nc2ccc(Br)cn2c1-c1nnc(SCCC(C)C)o1	109
CC12CC3OC3CC1CCC1C2CCC2(C)C1CCC21OCCO1 (stereo unspecified)	118
COCC[C@H]1CCC/C=C/[C@@H]2C[C@H](O)C[C@H]2[C@H](O)/C=C/C(=O)O1	3.2*
NS(=O)(=O)c1ccc(C(=O)N2N=C(c3ccc(F)cc3)CC2c2ccc(F)cc2)cc1 (stereo unspecified)	85
C=C1CC[C@@H]2[C@]3(C)COC(c4ccco4)O[C@@H]3CC[C@@]2(C)[C@@H]1C/C=C1/C(=O)OCC1OC(C)=O (stereo partly specified)	-5.1*
O=C1/C(=C/c2ccccc2[N+](=O)[O-])COc2ccc(O)cc21	-8.1*
O=C1NC(=O)/C(=C/c2ccc(Cl)c(Cl)c2)N1	80
NS(=O)(=O)c1ccc(Nc2nc(Nc3ccccc3)nc(N3N=C(c4ccccc4)CC3c3ccccn3)n2)cc1 (stereo unspecified)	47
CCOC(=O)C1=C(C)N(C)C(=O)N(C)C1c1c(Cl)n(C)c2ccccc12 (stereo unspecified)	111
COCCOC(=O)NC(=O)Nc1ccc(/C(=N/O)c2ccc(Cl)cc2)cc1	-20*
C=C(C)[C@@H]1CC[C@]2(C)[C@H](CC[C@@H]3[C@@H]4[C@@H](O)C(C)(C)CC[C@]4(CO)CC[C@]32C)[C@@]1(C)CCCN	66
Cc1ccc2c(c1)sc1nc(-c3c[nH]c4ccccc34)c(Nc3ccc(Br)cc3)n12	103
C/C1=C/C(=O)O[C@@H]2C[C@@H](CC[C@H](C)/C=C\C=C\CC1)O[C@@](O)([C@@H]1CSC(=O)N1CO)C2	28
O=C(O)c1ccc(C(=O)O)c(O)c1O	103
Cc1ncc([N+](=O)[O-])n1CC(C)O (stereo unspecified)	84
COc1cc2c(cc1OC)C(O)C(O)(CO)C(C(=O)O)C2c1cc(OC)c(OC)c(OC)c1 (stereo unspecified)	108
CN(C)C(=O)c1ccccc1	76
O=C(O)c1ccc2nc(-c3ccc(OCCCCCOc4ccc(-c5nc6ccc(C(=O)O)cc6[nH]5)cc4)cc3)[nH]c2c1	108
CCCCC(CC)C(=O)OCCCC1CCCO1 (stereo unspecified)	99
O=C1N(CO)C2C(N1CO)N(CO)C(=O)N2CO (stereo unspecified)	93
CC(=O)N[C@H](C(=O)N[C@H](Cc1ccccc1)C(=O)N[C@H](CS)C(=O)N[C@H](CCCN=C(N)N)C(=O)N[C@H](CCCN=C(N)N)C(=O)N[C@H](CCCN=C(N)N)C(=O)N[C@H](CCCN=C(N)N)C(=O)N[C@H](CCCN=C(N)N)C(=O)N[C@H](CCCN=C(N)N)C(N)=O)[C@@H](C)O	101

Additional compounds follow:
SMILES	HL-60(TB)
O=C(/C=C/c1c(-c2ccc(F)cc2)nc2sccn12)c1ccc2c(c1)OCO2	44
O=C1CCN=C2C=CC(C(F)(F)F)=CN12	128
CSc1oc(CCS(=O)(=O)c2ccc(C)cc2)nc1S(=O)(=O)c1ccc(C)cc1	63
CCOC(=O)CCCn1c2c(c(C)c1-c1ccccc1)C1=NC(=O)CN1C(SC)=N2	90
CC(C)c1cccc(C#N)c1	112
COc1cc(/C=C/C(=O)Nc2ccccc2NC(=O)c2ccc(C(F)(F)F)cc2)cc(OC)c1OC	76
O=C1OCC/C1=C/OCCO/C=C1\CCOC1=O	105
COc1cc2nc(-c3ccc(Cl)cc3)cc(OCCN3CCOCC3)c2cc1OC	100
CC(C)Cc1ccccn1	94
N#Cc1ccc(-c2nn(-c3ccc(C(=O)O)cc3)cc2CNc2ccc(Oc3ccccc3)cc2)cc1	34
Nc1ccc([N+](=O)[O-])cc1N=C/C=C/c1ccccc1	9.1*
Cc1ccc2c(c1C)CC[C@H]1[C@H]2CCC2=CC(=O)CC[C@@]21C	66
CCOC(=O)C(NC(=O)c1ccccc1)C(C)(C)SCc1ccccc1 (stereo unspecified)	97
OCCNc1nccc(NCCCNc2ccnc3cc(Cl)ccc23)n1	92
O=C1CCCCC1CO (stereo unspecified)	111
O=C(Nc1ccccc1S)c1ccccc1	105
CCOC(=O)c1nc2c3ccccc3ccn2c1C(=O)c1ccc(Br)cc1	86
O=[N+]([O-])c1c(F)cccc1Nc1cccc(F)c1	100
NC(=O)CCCN1CCCC1=O	84
O=C1c2cc(I)ccc2Oc2cc([N+](=O)[O-])ccc2N1c1ccc(Cl)cc1F	56
O=S(=O)(NCCCNc1nccc(-c2c(-c3ccc(F)c(O)c3)nc3sccn23)n1)c1ccc(O)cc1	104
C/C(=N\O)C(=O)NCCCCCC(=O)Nc1ccccc1	93
CCOC(=O)c1nc2c3ccccc3ccn2c1C#N	98
O=C1C(=O)c2ccccc2C(O)=C1C1CCC(c2ccc(Cl)cc2)CC1 (stereo unspecified)	104
O=c1[nH]c2nc(S(=O)(=O)O)nc(S(=O)(=O)O)c2[nH]1	84

17 structures out of the list, arranged by number of heavy atoms, smallest number first:
SMILES	HL-60(TB)
CCOC(=O)C(C)(C)Br	97
NC(=O)CCCN1CCCC1=O	84
N#CC(C#N)=Cc1cc(Cl)ccc1O	124
O=C1CCN=C2C=CC(C(F)(F)F)=CN12	128
O=C(Nc1ccccc1S)c1ccccc1	105
O=C1CSC(=S)N1/N=C/c1ccc(Cl)cc1Cl	91
O=[N+]([O-])c1c(F)cccc1Nc1cccc(F)c1	100
Cc1ccccc1NC(=O)Oc1ccc(Cl)cc1Cl	98
Nc1ccc([N+](=O)[O-])cc1N=C/C=C/c1ccccc1	9.1*
Cc1ccc2c(c1C)CC[C@H]1[C@H]2CCC2=CC(=O)CC[C@@]21C	66
CC12CC3OC3CC1CCC1C2CCC2(C)C1CCC21OCCO1 (stereo unspecified)	118
CC(C)(C)OC(=O)NCc1ccc(NC(=S)Oc2ccccc2)cc1	91
CCOC(=O)C(NC(=O)c1ccccc1)C(C)(C)SCc1ccccc1 (stereo unspecified)	97
O=Cc1ccc(Oc2nc(N3CCCCC3)nc(N3CCCCC3)n2)cc1	98
Cc1ccc2c(c1)sc1nc(-c3c[nH]c4ccccc34)c(Nc3ccc(Br)cc3)n12	103
NS(=O)(=O)c1ccc(C(=O)N2N=C(c3ccc(F)cc3)CC2c2ccc(F)cc2)cc1 (stereo unspecified)	85
Cc1nc2ccccc2c2nnc(SCC(=O)N(Cc3ccccc3)c3ccccc3)n12	105

Continuation.
SMILES	HL-60(TB)
CC1(c2cc(NC(=O)Cc3ccc4ccccc4c3)n(C3CCCCC3)n2)CC1	103
CCOc1ccc2nc(C)cc(Nc3ccc(S(=O)(=O)Nc4ncccn4)cc3)c2c1	91
O=C(O)c1cc(-c2cccs2)c2sc(=O)[nH]c2n1	80
CSc1c2ccccc2nc2[nH]c3ccccc3c12	106
O=C1C=C[C@H](O)[C@@]2(CO)O[C@@H]12	-24*
COc1cc2oc(-c3cccc(NC(=O)c4ccccc4Br)c3)cc(=O)c2c(OC)c1OC	58
COc1cc(C#CC[C@@H]2C[C@]3(C)[C@H]4CC=C5[C@@H]6[C@@H](C)[C@H](C)CC[C@]6(C(=O)O)CC[C@@]5(C)[C@]4(C)CC[C@H]3C(C)(C)[C@H]2O)cc(OC)c1OC	69
Oc1cc(OCc2ccccc2)ccc1-c1[nH]ncc1Oc1ccccc1	77
CCOC(=O)c1cc(=O)c2c(OC)ccc(OC)c2[nH]1	115
O=C(CCCCCCN1CC(=O)N2[C@@H](c3ccc(Cl)c(F)c3)c3[nH]c4ccccc4c3C[C@H]2C1=O)NO	85
O=C(O)c1ccc(-c2nn(-c3ccc(C(=O)O)cc3)cc2/C=N/Nc2ccc(F)cc2)cc1	44
c1ccc(N2N=C(c3cccc(Nc4ccncc4)c3)CC2c2ccc3c(c2)OCO3)cc1 (stereo unspecified)	-21*
CCC1CN2C(=N1)c1ccccc1-c1cc(Cl)ccc12 (stereo unspecified)	2.5*
O=C(NCCCl)Nc1ncccc1OCc1ccccc1	90
NS(=O)(=O)c1ccc(CCN2C(=O)C=CC2=O)cc1	100
COc1ccc(OC)c(/C=C/C(=O)c2c(C)nc3ccccc3c2/C=C/c2ccc(C)cc2)c1	72
CCCNNC(=O)c1ccc(CNC(=O)/C=C/c2ccccc2)cc1	33[2.5 µM]
CC1(C)CC(=O)C2=C(C1)N(c1ccc(F)cc1F)C(N)=C(C#N)C2c1ccc([N+](=O)[O-])cc1 (stereo unspecified)	107
COc1cccc(-c2nc3sccn3c2-c2ccnc(NCCCNS(=O)(=O)c3ccccc3)n2)c1	40
COc1cc(NC(=O)CCSc2nc3ccccc3c(=O)n2CCc2ccccc2)cc(OC)c1OC	99
NC(=Nc1ccccc1)Nc1ccccc1	101

Source: PubChem
